From PubChem BioAssay
Growth percent in the NCI-60 one-dose screen (48 h, 10 µM unless noted): 100 = growth as untreated, 0 = no growth, -100 = all killed.
KM12: KM12 colon cancer cells | AID 1794800 | 82,000 tested, 5% active
HT29: HT29 colon cancer; 81,000 tested, 7.4% active; AID 1794748
HCT-116: HCT-116 colon cancer; 82,000 tested, 7.3% active
SW-620: SW-620 colon cancer; 82,000 tested, 5.2% active
IGROV1: IGROV1 ovarian cancer. 79,000 tested, 4.7% active. AID 1794786
SK-OV-3: SK-OV-3 ovarian cancer cells | 80,000 tested, 3.2% active | AID 1794785
COLO 205: COLO 205 colon cancer | 79,000 tested, 7.3% active
OVCAR-4: OVCAR-4 ovarian cancer cells | 80,000 tested, 3.7% active | AID 1794784
HCT-15: HCT-15 colon cancer; 82,000 tested, 5.2% active
An asterisk follows results filed as active; · = not tested or not shown; & = joins results of further samples. Rule for the calls: active = growth percent below 10; inactive = the rest.

no.	mol	KM12	HT29	HCT-116	SW-620	IGROV1	SK-OV-3	COLO 205	OVCAR-4	HCT-15
1	COc1cc2ncnc(Sc3nnc(NC(=O)c4ccccc4)s3)c2cc1OC	105	93	99	106	96	108	108	101	95
2	COc1c2occc2c(OC)c2c(=O)cc(C)oc12	101	93	107	106	88	110	112	·	106
3	c1ccc2c(-c3cccc4ccccc34)cccc2c1	97	86	99	96	102	98	113	105	92
4	NC(=O)CC1(O)C=C(Br)C(=O)C(Br)=C1	109	76	-62*	-36*	82	99	-66*	35	·
5	CCN(CC)CC(CN(CC)CC)OC(=O)c1ccc(N)cc1	101	106	104	110	101	113	113	108	106
6	CC1(C)CC[C@]2(C(=O)N3CCOCC3)CC[C@]3(C)C(=CC[C@@H]4[C@@]5(C)Cc6c(n(CC#CCN7CCNCC7)c7ccccc67)C(C)(C)[C@@H]5CC[C@]43C)[C@@H]2C1	102	111	99	104	98	104	114	118	106
7	COc1ccc2c(c1)c(-c1nc(-c3c[nH]c4ncccc34)cs1)cn2CCO	21	55	51	63	43	30	57	42	32
8	c1ccc(-c2noc3ncnc(NCCc4c[nH]c5ccccc45)c23)cc1	76	97	53	71	70	69	102	92	75
9	O=C(OCCOCCOC(=O)N1CCOCC1)N1CCOCC1	103	99	99	99	109	107	108	·	99
10	CCCC/C=C\C/C=C\CCCCCCCCc1nc(-c2cc(OC)c(OC)c(OC)c2)no1	103	103	96	99	103	102	111	99	102
11	COc1ccc(/C=N/NC(N)=S)cc1S(=O)(=O)O	104	105	101	100	116	106	105	108	98
12	O=C(CCN1CCCCC1)c1ccc(Cl)cc1	102	104	97	103	107	103	107	105	98
13	Cc1ccc(CSc2nc(-c3ccc(F)cc3)c(C#N)c(N3CCN(C)CC3)n2)cc1	99	89	87	101	104	106	102	100	90
14	Cc1cc(NS(=O)(=O)c2ccc3ncc(C(N)=O)c(Nc4ccc(Cl)cc4)c3c2)no1	104	111	100	97	96	99	107	·	102
15	O=C1C(=O)N(CCCCn2cc(COc3ccc4ccc(=O)oc4c3)nn2)c2ccccc21	101	106	92	100	105	108	114	98	101
16	CC(=O)OCc1ncccc1OC(C)=O	111	106	110	112	106	105	128	98	99
17	COc1ccc(-n2nc(NC(=O)c3ccccc3)c(-c3ccccc3)n2)cc1	104	84	72	98	92	104	110	96	78
18	O=C(NC1C(O)OC(CO)C(O)C1O)NS(=O)(=O)c1ccc(CCNC(=O)c2ccc(Cl)cc2Cl)cc1 (stereo not given)	104	108	108	102	107	111	113	108	102
19	COc1ccc(C2CC(=O)c3c(O)cc(OC4OC(COC5OC(C)C(O)C(O)C5O)C(O)C(O)C4O)cc3O2)cc1O (stereo not given)	124	102	44	113	38	118	112	103	101
20	ClC1C(Cl)C2(Cl)C(c3ccccc3)=CC1(Cl)C2(Cl)Cl (stereo not given)	129	88	95	103	116	101	99	105	114
21	CCOC(=O)c1cc(C(N)=O)n2ccc(-c3ccncc3)cc12	85	61	84	102	68	81	83	88	67
22	CCCCC1CC(=O)NC1(C(=O)OCC)C(=O)OCC (stereo not given)	103	104	106	112	·	111	120	·	99
23	Cc1ccc(-c2nc(SCC(=O)c3ccc(C#N)cc3)[nH]c(=O)c2C#N)cc1	94	98	89	112	100	82	89	94	105
24	O=C1c2ccccc2C(=O)N1c1cccc2ccccc12	98	102	94	91	108	117	108	102	102
25	COc1cc(NC(=O)Nc2cccc(-c3cc(=O)c4ccccc4o3)c2)cc(OC)c1OC	69	85	73	92	101	127	85	67	84
26	O=C(Cc1nc2ccc([N+](=O)[O-])cc2nc1CC(=O)c1cccnc1)c1cccnc1	63	96	51	81	74	48	121	58	58
27	O=C(CCc1nnc2sc(OCc3ccccc3)nn12)c1nc2ccc([N+](=O)[O-])cc2[nH]1	96	107	·	107	94	77	100	102	108
28	O=c1ncn2nc(Sc3ccc(F)cc3F)ccc2c1-c1c(Cl)cccc1Cl	91	79	73	104	83	89	102	92	92
29	COc1ccc(-c2ccc3c(C)nc4oc(-c5cc(OC)c(OC)c(OC)c5)nc4c3n2)cc1	84	85	77	104	98	66	99	40	94
30	NS(=O)(=O)Oc1ccc(C(=O)NC23CC4CC(CC(C4)C2)C3)cc1F	101	106	99	99	104	106	97	115	94
31	C=C1C(=O)O[C@H]2[C@H]1CC/C(COC(=O)c1cc(OC)c(OC)c(OC)c1)=C\CC[C@@]1(C)O[C@@H]21	54	-80*	-85*	-50*	-8.3*	98	-73*	20	-43*
32	COc1cc2oc(-c3cccc(NC(=O)c4ccc(Cl)cc4)c3)cc(=O)c2c(OC)c1OC	45	40	12	79	52	110	74	61	33
33	O=C1CCC(=O)N1C(=O)c1ccccc1	99	91	87	99	110	99	112	88	108
34	O=C(CN1CCN(c2ccccc2F)CC1)Nc1ccc(C(F)(F)F)cc1[N+](=O)[O-]	132	121	121	115	111	122	129	115	102
35	C#C[C@]1(O)CC[C@H]2[C@@H]3CC=C4c5sc(-c6ccc([N+](=O)[O-])cc6)nc5CC[C@]4(C)[C@H]3CC[C@@]21C	-27*	-80*	0.5*	-12*	26	53	-70*	46	-41*
36	CC(=O)N1CCN(C(=O)Cn2c(-c3ccccc3)csc2=N)CC1	102	101	96	109	96	89	100	97	94
37	COC(=O)c1ccc(NC2=CC(=O)C(C)=C(C)C2=O)cc1	49	108	83	101	107	95	100	45	94
38	CC(=O)OCN(C)N=Nc1ccc([N+](=O)[O-])cc1	108	107	104	99	97	99	104	106	97
39	CCN(CC)c1ccc(/C=C\C(=O)c2ccc(NC(C)=O)cc2)cc1	48	39	59	42	76	69	49	91	46
40	C=C(C)[C@@H]1CC[C@]2(C#N)CC[C@]3(C)[C@H](CC[C@@H]4[C@@]5(C)CCCNC(C)(C)[C@@H]5CC[C@]43C)[C@@H]12	41	9.4*	42	2.8*	46	118	-68*	72	23
41	COC(=O)C(Cc1ccccc1)NC(=O)c1ccc(NC(=O)c2[nH]c(C)c(Cl)c2Cl)c(OC(C)C)c1 (stereo not given)	40	58	0.8*	42	83	99	102	40	40
42	Cc1cc(-c2ccccc2)n(/N=C(\N)C(Cl)(Cl)Cl)c(=S)n1	105	114	110	107	103	122	118	104	105
43	CC(=O)Nc1nc(OC(C)=O)c(Cc2ccc(C)cc2)s1	102	93	90	106	103	83	114	107	103
44	CCCCCCCCC1C(C)(c2ccccc2)CC1(C)c1ccccc1 (stereo not given)	101	106	87	99	106	133	120	97	99
45	CC(C)COC(=O)OCC(C)C	103	101	93	109	105	105	103	93	99
46	COC(=O)c1cncc(C)c1	110	101	98	101	103	114	127	92	100
47	Cn1cc(NC(=O)Nc2cc(C(=O)O)n(C)c2)cc1C(=O)O	99	107	102	96	·	112	113	100	113
48	Cc1cc(N(C)c2ccccc2)nc(N)n1	102	85	91	107	104	107	111	106	106
49	CCOC(=O)C(C)C(O)c1ccccc1 (stereo not given)	105	100	102	107	109	133	·	110	103
50	O=c1oc2cc(OS(=O)(=O)c3ccccc3)c(Cl)cc2c2c1CCCCC2	87	67	63	91	97	95	90	76	86
51	O=C1COCCN1c1ccc(NCc2cn(Cc3ccccc3)c3ccccc23)cc1	104	109	63	85	16	34	29	63	91
52	O=[N+]([O-])c1[nH]cnc1/C=C\c1ccccc1	103	94	96	104	108	97	119	90	100
53	C=CCC(CC)C(=O)NC(=O)N1CCCc2ccccc21 (stereo not given)	141&103	100&105	102&95	102&104	97&105	112&97	111&111	103&106	110&105
54	O=C(/C=C/c1cc2ccccc2[nH]c1=O)c1ccc(-c2ccccc2)cc1	104	85	94	103	102	95	109	94	94
55	COc1cc2c(cc1OC)C1c3ccccc3N(C)C(=O)N1CC2 (stereo not given)	99	107	102	106	97	92	99	102	101
56	O=C(CN(c1ccc(F)cc1)S(=O)(=O)c1ccc(Cl)cc1)Nc1ccc(S(=O)(=O)N2CCC(N3CCCC3)CC2)cc1	88	65	79	99	78	61	107	97	92

Later entries
no.	mol	KM12	HT29	HCT-116	SW-620	IGROV1	SK-OV-3	COLO 205	OVCAR-4	HCT-15
57	Cc1nccc2c3ccc(OCc4cn(-c5ccc(Br)cc5)nn4)cc3n(CCCc3ccccc3)c12	8.1*	10	31	2.2*	60	90	41	63	60
58	Cc1ccc2c(N)c(C(=O)c3ccc(Cl)cc3)sc2n1	71	73	78	76	96	90	99	44	80
59	CN(N=O)C(=O)NC1C(NC(=O)N(C)N=O)N(C)C(=O)N1C (stereo not given)	101	108	101	103	109	111	109	107	103
60	Cc1cc(C)n(-c2nnc3n2N=C(c2ccccc2)CS3)n1	111	110	103	102	83	98	94	95	96
61	CC1=C(C(=O)NN)C(c2ccccc2)NC(=O)N1 (stereo not given)	96	105	107	107	100	112	114	105	102
62	O=C1c2ccccc2C(=O)C1c1ccc(Cl)cc1	114	94	97	110	113	103	118	106	107
63	CCn1c2[n+](c3ccccc31)CCC2	95	104	101	108	95	104	103	112	99
64	O=C(c1ccc(Cl)cc1)C1[C@H](c2ccccc2Cl)[C@@H](c2ccccc2)NC12C(=O)Nc1ccc(Cl)cc12 (stereo not given in full)	-48*	-82*	-89*	-62*	-43*	1.4*	-91*	-14*	-81*
65	O=C1OCC/C1=N/O	103	99	103	108	101	107	105	95	101
66	CC(=O)N1N=C(c2ccccc2)CC1c1sc(N(C)Cc2ccccc2)nc1Cl (stereo not given)	96	100	87	106	97	115	110	101	93
67	Cn1cc(-c2cc(N)n3nc(-c4cn(C)c5ccc(Br)cc45)cc3n2)c2cc(Br)ccc21	65	5.0*	57	1.2*	76	110	118	86	42
68	CCOP(=O)(OCC)/C(C#N)=C/c1ccc(N(C)C)cc1	105	104	105	101	110	109	·	111	110
69	N#Cc1c(-c2ccccc2)cc(-c2ccccc2)n(CC(=O)NO)c1=O	41	34	41	60	-61*	107	59	51	17
70	C=CC(=O)N1CCN(c2cccc(Oc3nccc(Nc4nnc(-c5ccccc5)s4)n3)c2)CC1	95	103	104	96	90	97	102	100	109
71	O=C(O)c1ccc(NCc2cn(-c3ccc(C(=O)O)cc3)nc2-c2cc(C(F)(F)F)cc(C(F)(F)F)c2)cc1	106	95	90	94	107	·	110	104	103
72	Clc1ccc(Nc2ccc3nnc(-c4ccncc4)n3n2)cc1Cl	91	93	89	112	114	115	99	·	95
73	CCCCCCCCCCOC(=O)Nc1cccc2ccccc12	105	97	100	102	95	104	112	108	106
74	Cc1cc2nc(CO)[nH]c2cc1C	103	102	108	103	108	108	103	103	107
75	Cc1nc(N)[nH]c(=O)c1CCCNc1ccc(CCC2(CCl)OCCO2)cc1	111	108	103	94	104	93	106	103	99
76	O=S(=O)(O)c1ccc(Nc2ccccc2)cc1	103	102	103	102	97	103	109	108	104
77	COc1cc(N2C(=O)c3nccnc3C2=O)cc(OC)c1OC	110	100	103	104	98	103	111	105	104
78	CNC(=O)c1ccc(N)cc1	104	117	115	104	106	111	127	·	111
79	C#CCOc1ccc(/C=N/Nc2nc(-c3ccc(F)cc3)cs2)cc1OC	60	79	45	87	73	88	69	66	41
80	Nc1c(C(=O)Nc2cccc(C(F)(F)F)c2)sc2nc3c(cc12)C(O)CCC3 (stereo not given)	18	18	35	33	54	26	9.2*	59	37
81	CC1=C([Se]CC(OC(=O)[C@@H](CO)NC(=O)OC(C)(C)C)C(=O)NC(C)(C)C)C(=O)c2ccccc2C1=O (stereo not given in full)	-78*	-8.2*	-100*	-86*	-100*	-100*	-100*	-100*	-74*
82	CN(C)c1ccc(/C=C/c2nccc3ccccc23)cc1	73	99	82	84	79	99	91	103	66
83	Nc1nc2ccc(-c3nc4ccc5[nH]ncc5c4c4c3CCCC4)cc2s1	101	99	92	106	102	94	106	107	107
84	Cc1cc(NCc2cc(Nc3ccnc4cc(Cl)ccc34)ccc2F)nc(Cl)n1	65	28	30	57	57	70	44	34	27
85	CCN(Cc1cccc(CN(CC)C(=O)C(Cl)Cl)c1)C(=O)C(Cl)Cl	112	122	104	107	99	126	130	110	94
86	Cc1ccc(S(=O)(=O)Nc2ccc(C(=O)/C=C/c3cccc(C)c3)cc2)cc1	95	101	62	96	99	110	118	78	80
87	CCOc1ccc(-n2nc(C(=O)Nc3ccccc3OC)nc2-c2cc(OC)c(OC)c(OC)c2)cc1	96	74	73	100	99	89	79	73	81
88	COc1cccc(C2C(C#N)=C(N)Oc3cc(N)ccc32)c1 (stereo not given)	25	2.4*	23	19	32	49	18	44	40

This is a random part of the collection (roughly 12% active in at least one column).
